Compound activity: PubChem, National Center for Advancing Translational Sciences (NCATS)
p53ts 39C kill – p53ts cell cytotoxicity, nonpermissive temperature; H1299-p53A138V viability at 39C, ATP luminescence, 24 h; Potency, µM (doses to about 46.1 µM), without a hit: at the highest dose activity change, negative = cell killing, actives largely listed as cytotoxic; hit rate 1.5% among 130,000; also: nearly all actives have a fitted effect of over 55% in size
Peg3 imprint – induces erasure of genomic imprints in mouse ES cells. Potency, µM (doses to about 60.7 µM), without a hit: at the highest dose activity change, positive = activation, most hits filed as activators. hit rate 0.02% among 110,000. mouse ES Peg3-LacZ reporter, beta-gal luminescence, 40 h;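 also: 0% = negative control wells on the plate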
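Readout: BetaGlo luminescence (5 min, room temp) for LacZ from the normally silent maternal Peg3 allele in female Peg3LacZ-Neo ES cells. Cells 300/well, 40 h, 37C, 5% CO2. Data normalized per plate to negative controls.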
p53ts 32C kill – p53ts cell cytotoxicity, permissive temperature; Potency, µM (series often up to 46.1 µM), inactives show top-dose activity change, negative = cytotoxicity, hits mostly cytotoxic; H1299-p53A138V at 32C, ATP luminescence viability, 24 h; hit rate 0.93% among 130,000;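 also: 0% = DMSO and -100% = full killing by reference compound; nearly all actives have a fitted effect of over 55% in size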
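Viability by ATPlite luminescence after 24 h compound treatment (up to 46 uM) at the permissive 32C. Cells are H1299 carrying p53 A138V. Scale runs from DMSO basal to 100 uM tamoxifen as full kill; AC50 from Hill fits.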
IkB signaling – suppresses IkB signaling in ABC-DLBCL reporter cells; Potency, µM (series often up to 57.1 µM), for the others: at the highest dose IkBa stabilization activation; ABC-DLBCL IkBa-CBG/CBR dual luciferase ratio, 4 h; response scale: scaled: untreated 0%, proteasome inhibitor 100%; AID 445; hit rate 0.04% among 110,000; active = well fitted curve in the direction sought with a large enough effect in the signal ratio, not every such curve was filed as active; inconclusive = small, poorly fitted or top-dose-only effect, or a change in a side signal; the % refers to the signal ratio;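 also: the direction sought is a rising ratio; 0% = basal untreated cells and 100% = reference inhibitor full response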
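In this assay, an IκBα–CBG68 fusion accumulates when IKK-driven degradation is blocked; native CBR normalizes for cell number. OCI-Ly3 cells were treated 4 h with compound and doxycycline, then green and red light read after Chroma-Glo addition.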
Starred values were filed as active, the others as inactive; ? = inconclusive; / = not tested or not shown; [ ] = dose if it differs, or a comment. Unless noted, calls follow the shape of the dose curve; as a rule, active = well fitted curve in the direction sought with a large enough effect; inconclusive = small, poorly fitted or top-dose-only effect, or another doubt; inactive = no such curve, though single readings can be large; an effect the other way counts as inactive or inconclusive. Unless noted, % is scaled to controls: 0 for no effect and ±100 for the full control effect; potency is read from the fitted curve at half-maximal effect.

SMILES	p53ts 39C kill	Peg3 imprint	p53ts 32C kill	IkB signaling
CS(=O)(=O)N1CCN(c2ccccc2NC(=O)CSc2ccc(Cl)cc2)CC1	1%	-21%	12%	-2.8%
O=C(CSc1nc2c([nH]c3ccccc32)c(=O)n1-c1ccccc1)Nc1ccc(Cl)c(Cl)c1	-12%	-7%[10.9 µM]	10%	-2.5%
Cc1ccc(-n2cc(C(=O)OCc3ccc(Cl)cc3)c3ccccc3c2=O)cc1	-9%	5%[10.9 µM]	7%	0.0%
N#Cc1nc(-c2ccc(COc3ccc(Cl)cc3)o2)oc1N1CCN(c2ccccc2)CC1	13%	-11%[10.9 µM]	-2%	-0.5%
NCCCCCc1nnc(SCc2cccc(Cl)c2)o1	-6%	-24%	-4%	-1.1%
COCCn1cc(C(=O)NCCCN2CCC(C)CC2)c2c3ccccc3n(C)c2c1=O	2%	-2%	-7%	-1.5%
CCc1nnc2c3cnn(-c4ccc(C)c(C)c4)c3ncn12	6%	0%	3%	-1.4%
CCOc1ccccc1NS(=O)(=O)c1ccc2[nH]c3c(c2c1)CCCCC3	-30%	-13%[10.9 µM]	25%	?
CC(C(=O)Nc1cccnc1)N1C(=O)c2ccccc2C1=O (configuration not stated)	0%	8%	3%	0.3%
COc1ccc(-c2cnnn2-c2ccc(N)cc2)cc1OC	4%	/	18%	/
CCN1CCSc2ccc(C(=O)NCc3ccc(OC)cc3)cc21	-23%	14%[10.9 µM]	4%	7.3%
COc1ccc(S(=O)(=O)NCC(c2cccnc2)N2CCN(C)CC2)cc1C (configuration not stated)	-9%	5%	-6%	2.0%
COc1ccc(NC(C)=O)c2nc(C)c(C)nc12	-3%	4%	-5%	-0.4%
CC(C)CCNc1nc2c(S(=O)(=O)c3ccc(Br)cc3)nnn2c2ccsc12	?	-5%[10.9 µM]	-10%	-2.0%
O=C(NCc1ccco1)Nc1ccccc1Cl	-21%	-8%	?	1.2%
CC12C=C(/C=C/c3ccc(Br)cc3)C(C)(C1)C(c1ccc(Br)cc1)CC2=O (configuration not stated)	10%[9.22 µM]	/	6%[9.22 µM]	/
COC(=O)c1cn(C(=O)c2ccco2)c2ccccc12	-6%	-6%	-8%	3.0%
CCn1cc(C(=O)NCC2CCCO2)c(=O)c2cc(S(=O)(=O)N3CCC(C)CC3)ccc21 (configuration not stated)	-13%	-11%	-5%	-0.1%
Cc1ccccc1C(=O)Nc1ccc2nc(SCC(=O)N3CCc4ccccc43)sc2c1	-21%	-15%[10.9 µM]	-20%	?
CCOC(=O)CON1C(=O)C(C)(C)N(OCC(=O)OCC)C(=O)C1(C)C	12%	-5%	3%	1.2%
O=c1oc2cc(Br)ccc2n1CSC1=NCCS1	-25%	-11%	-25%	1.0%
COc1cccc(-n2c(SCC(=O)NC3CCCC3)nnc2-c2ccco2)c1	26%	/	7%	/
C=CCNc1nc2c(c(=O)n(C)c(=O)n2C)n1CCCCCC	-12%	-8%	5%	1.3%
Cn1c(=O)c2c(ncn2CC(=O)OCC(=O)NCc2ccc(Cl)cc2)n(C)c1=O	15%	/	17%	/
Cn1c(=O)c2c(nc(N3CCOCC3)n2Cc2cccc(Br)c2)n(C)c1=O	15%	6%[10.9 µM]	-13%	2.3%
Cc1ccc(NC(=O)Cn2cnc3nc4c(cc3c2=O)CCCC4)cc1Cl	-3%	-7%[10.9 µM]	-10%	?
Nc1nc(NCc2c(F)cccc2Cl)nn1-c1ccccc1	4%	-8%	5%	?
CCC(C)n1c(=N)c(C(=O)NCc2ccco2)cc2c(=O)n3cc(C)ccc3nc21 (configuration not stated)	0%	-10%[10.9 µM]	-12%	3.4%
CC(C)(C)NC(=O)C1CCN(S(=O)(=O)c2ccc(Br)cc2)CC1	5%	-1%	-5%	1.3%
Cc1c(-c2nc(N)nc(Nc3ccccc3)n2)oc2ccccc12	23%	-7%	-9%	?

Laid out differently: entries from further up
Each structure is followed by: p53ts 39C kill	Peg3 imprint	p53ts 32C kill	IkB signaling
CC12C=C(/C=C/c3ccc(Br)cc3)C(C)(C1)C(c1ccc(Br)cc1)CC2=O (configuration not stated)
  10%[9.22 µM]	/	6%[9.22 µM]	/
N#Cc1nc(-c2ccc(COc3ccc(Cl)cc3)o2)oc1N1CCN(c2ccccc2)CC1
  13%	-11%[10.9 µM]	-2%	-0.5%
Cn1c(=O)c2c(nc(N3CCOCC3)n2Cc2cccc(Br)c2)n(C)c1=O
  15%	6%[10.9 µM]	-13%	2.3%

Structural class, the entries above with bromine
SMILES	p53ts 39C kill	Peg3 imprint	p53ts 32C kill	IkB signaling
CC(C)CCNc1nc2c(S(=O)(=O)c3ccc(Br)cc3)nnn2c2ccsc12	?	-5%[10.9 µM]	-10%	-2.0%
CC12C=C(/C=C/c3ccc(Br)cc3)C(C)(C1)C(c1ccc(Br)cc1)CC2=O (configuration not stated)	10%[9.22 µM]	/	6%[9.22 µM]	/
O=c1oc2cc(Br)ccc2n1CSC1=NCCS1	-25%	-11%	-25%	1.0%
Cn1c(=O)c2c(nc(N3CCOCC3)n2Cc2cccc(Br)c2)n(C)c1=O	15%	6%[10.9 µM]	-13%	2.3%
CC(C)(C)NC(=O)C1CCN(S(=O)(=O)c2ccc(Br)cc2)CC1	5%	-1%	-5%	1.3%

Following part.
SMILES	p53ts 39C kill	Peg3 imprint	p53ts 32C kill	IkB signaling
COc1ccc(-n2c(-c3ccco3)nc3c(cnn3-c3ccc(C)cc3)c2=O)cc1	-13%	-11%[10.9 µM]	1%	?
COc1cc(-c2ccno2)ccc1S(=O)(=O)N1CCN(c2ccccc2F)CC1	-26%	-4%[10.9 µM]	0%	1.0%
O=C(c1cccn1-c1nnc(N2CCCCC2)s1)N1CCN(c2ccccc2)CC1	3%	-9%[10.9 µM]	2%	-1.7%
CC1=C(C#N)C(Nc2cccc(C)n2)(C(F)(F)F)C(=O)N1 (configuration not stated)	-6%	-5%	14%	0.0%
CC(=O)N1CCN(Cc2nc3cc(NC(=O)C4CCCCC4)ccc3n2C)CC1	3%	-16%	4%	-3.4%
CCc1ccc(NC(=O)Cn2nc(C(F)(F)F)c3c2CCCC3)cc1	-21%	-2%[10.9 µM]	2%	-0.7%
Oc1ccc(CNCc2ccccc2)c2cccnc12	11%[9.22 µM]	-27%[10.9 µM]	-13%[9.22 µM]	1.5%[11.4 µM]
O=C(NCc1ccc2c(c1)OCO2)c1cc2n(n1)C(C(F)(F)F)CC(c1ccc3c(c1)OCO3)N2 (configuration not stated)	-10%	-4%	-5%	3.1%
O=C(NCCc1csc(-c2ccc(C(F)(F)F)cc2)n1)C(=O)Nc1ccc(F)c(Cl)c1	-18%	13%[10.9 µM]	-3%	-1.3%
Cc1ccc(-c2nnc(Nc3ccc(S(N)(=O)=O)cc3)c3ccccc23)cc1S(=O)(=O)N1CCOCC1	3%	-11%[10.9 µM]	4%	1.8%
COc1cc2nc(=S)n3[nH]c(CCn4c(C)nc5ccccc54)nc3c2cc1OC	-4%	-6%	9%	-1.1%
COc1ccc2[nH]c(=O)c(CN(C(=O)c3cccc(Cl)c3)c3ccccc3C)cc2c1	-16%	18%[10.9 µM]	-1%	-0.8%
COc1nc(NCc2ccco2)nc(NC2CCCCC2)n1	9%	/	7%	/
COCCN(CC(=O)NCc1ccc2c(c1)OCO2)C(=O)CCC(=O)Nc1nccs1	7%	/	-9%	/
COc1ccc(OC)c(C2C(C(C)=O)=C(O)C(=O)N2CCN2CCOCC2)c1 (configuration not stated)	4%	-3%	-9%	-1.9%
CCc1nnc(NC(=O)CCC(=O)Nc2ccccc2)s1	-2%	-15%	-3%	?
COc1ccc(-n2ncc3c(NCCC4=CCCCC4)ncnc32)cc1	31%[activator]	-16%[10.9 µM]	-3%	?
CSCC[C@H](NC(=O)C1CCN(S(=O)(=O)c2ccc(C)cc2)CC1)C(=O)NCC1CCCO1 (some centres not stated)	0%	-7%	-3%	-0.3%
COc1ccc(Cl)cc1S(=O)(=O)N1CCN(C(=O)c2cc(OC)c(OC)c(OC)c2)CC1	4%	-3%	1%	-1.2%
CCCCN(CC)CCNC(=O)c1cc2c(C)nc3ccccc3c2o1	9%	-15%	-7%	10%
O=C(CSc1nnnn1-c1ccccc1)Nc1ccc(Cl)cc1	1%	-5%	16%	0.1%
O=C(NCCc1ccccc1)C1CCCN(S(=O)(=O)c2cccc3nsnc23)C1 (configuration not stated)	8%	-3%	3%	-2.9%
Cc1ccc(CNC(=O)c2ccccc2NC(=O)CSc2nnnn2C)cc1	5%	-13%	0%	0.0%
O=C(CN(Cc1ccc(F)cc1)S(=O)(=O)c1ccccc1)N1CCCCC1	2%	-9%	7%	-0.7%
CCOC(=O)N1CCN(S(=O)(=O)c2c(C)cc(C)cc2C)CC1	-16%	/	-10%	0.5%
Cc1ccccc1-n1c(SCC(=O)c2ccccc2)nnc1-c1ccc(F)cc1	-3%	-11%[10.9 µM]	50%[activator]	-3.9%
CCc1ccc(NC(=O)Cn2c(=O)n(CCC(=O)NCc3ccc4c(c3)OCO4)c(=O)c3ccccc32)cc1	?	6%[10.9 µM]	5%	-1.4%
O=C(CN1CC(=O)Oc2ccccc21)OCC(=O)c1ccccc1	-6%	-3%	-14%	4.5%
O=C(NCCc1ccccc1)c1ccc(-n2cnnn2)cc1	-10%	-7%	-10%	-0.8%
CCCCOc1ccc(N(CC(=O)NC2CCCC2)C(=O)CCC(=O)Nc2ccccn2)cc1	8%	?	1%	1.3%
O=C(Cn1nnc(-c2ccccc2Cl)n1)Nc1ccc(Br)cc1	-23%	?	?	?
CC(=O)c1ccc(N2CCN(c3ccc(C(F)(F)F)cn3)CC2)cc1	-8%	/	-7%	/
CCOC(=O)c1cnc2c(Cl)c(Cl)ccc2c1NCCN1CCOCC1	-14%	-13%[10.9 µM]	0%	0.5%
COc1ccccc1-n1nc(-c2ccccc2)c2cnc3c(F)cc(F)cc3c21	3%	-20%[10.9 µM]	-16%	0.4%
CSc1nnc(-c2cnccn2)n1CCCN1CCCC1=O	-3%	1%	-3%	-1.0%
O=C(O)C1CCN(C(=O)COc2ccc3c4c(c(=O)oc3c2)CCC4)CC1	-5%	-9%	0%	?
CCOC(=O)CSc1nc2ccccc2c(=O)n1Cc1ccco1	-16%	-12%	1%	-2.1%
COc1cc(OC)c(-c2cc(C(=O)NCc3ccc(F)cc3)c3c(-c4ccccc4)[nH]nc3n2)cc1OC	?	12%[10.9 µM]	8.9µM*	1.2%
c1ccc(CN2CCC3(CC2)SSC2(CCN(Cc4ccccc4)CC2)SS3)cc1	6%[9.22 µM]	-5%[10.9 µM]	-2%[9.22 µM]	1.3%[11.4 µM]
COc1ccc(C(=O)Nc2ccc(-n3nncc3-c3ccccc3)cc2)cc1OC	-28%	-16%[10.9 µM]	3%	?
CCOc1ccccc1N1CCN(C(=O)c2cc[n+]([O-])cc2)CC1	-4%	-20%	5%	1.2%
Cc1ccc(CNC(=O)c2sccc2-n2cccc2)cc1	10%	-15%	9%	3.3%
CN1CCN(c2ccc(Cl)cc2NC(=O)c2cccc(S(=O)(=O)N(C)C)c2)CC1	-20%	-10%	-2%	1.3%
CCc1ccc(C(=O)CC2(O)C(=O)N(CN3CCOCC3)c3ccccc32)cc1 (configuration not stated)	9%	27%	0%	0.8%
CCc1ccc(NC(=O)CSc2nc3c(oc4ccccc43)c(=O)n2-c2cccc(C)c2)cc1	6%	11%[10.9 µM]	15%	0.1%
NC(=O)SCC(=O)Nc1ccc2ncccc2c1	-3%[9.22 µM]	-19%[10.9 µM]	0%[9.22 µM]	-1.4%[11.4 µM]
O=C1Cc2cc(S(=O)(=O)N3CCCCC3)cc3c2N1CCC3	10%	-17%[10.9 µM]	-4%	-1.5%
Cc1ccc(C(=O)CC(C(=O)O)n2cccn2)cc1 (configuration not stated)	5%	-4%	1%	-3.7%
